Screening results from PubChem BioAssay.
tim23-1 inh: tim23-1 yeast growth inhibition; S. cerevisiae tim23-1 growth, BacTiter-Glo luminescence, 24 h; inhibition, % at 20 µM; actives 1.3% (n = 330,000);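 active means growth inhibition of the mutant yeast at or above 50%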;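 further: temperature-sensitive mutant grown at 25 °C; plate controls were DMSO-treated mutant yeast for no effect and medium wells lacking yeast for full effect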
APJ agonist: agonists of human APJ apelin receptor; P35414; CHO-K1 APJ PathHunter beta-arrestin, luminescence; 0% DMSO wells, 100% apelin; activation, % at 20 µM; actives 0.11% (n = 330,000); AID 2520;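 active means activation more than six SD over the plate average, tested at 20 µM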;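 further: 0% = DMSO alone and 100% = apelin-13 at 10 nM; some results filed as inactive read as strong as hits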
Target sequence (P35414 whole entry, looked up): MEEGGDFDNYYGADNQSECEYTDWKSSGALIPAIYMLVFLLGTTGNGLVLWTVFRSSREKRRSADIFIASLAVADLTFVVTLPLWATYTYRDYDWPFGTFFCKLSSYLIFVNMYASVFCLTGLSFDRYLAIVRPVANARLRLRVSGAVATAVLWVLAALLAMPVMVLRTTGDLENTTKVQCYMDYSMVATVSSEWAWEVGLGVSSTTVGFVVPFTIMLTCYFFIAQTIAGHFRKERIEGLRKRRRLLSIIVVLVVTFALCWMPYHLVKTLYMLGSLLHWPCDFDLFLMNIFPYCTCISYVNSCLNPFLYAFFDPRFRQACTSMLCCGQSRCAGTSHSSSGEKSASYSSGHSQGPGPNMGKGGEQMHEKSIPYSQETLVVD
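Assay system – PathHunter CHO-K1 APJ (AGTRL-1) beta-arrestin reporter cells · Compound – one dose, 20 µM compound, 1% DMSO · Timing – compound 90 min 25 °C, reagent 1 h · Measured by – luminescence from split beta-galactosidase complementation, Galacton Star/Emerald II substrate · Measure – beta-arrestin recruitment to APJ as agonist activity, luminescent signal · Benchmarks – DMSO vs Apelin-13 10 nM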
UPR XBP1 act: adaptive UPR (XBP1) activation. CHO-XBP1 luciferase reporter, IRE1-XBP1 UPR activation, luminescence; percent of tunicamycin response, DMSO as zero. activation, % at 20 µM. actives 0.33% (n = 330,000). AID 463104;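 active means versus positive control, 20 µM dose yields 30% or more activation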;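 further: 100% = tunicamycin at 10 µg/mL and 0% = DMSO only wells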
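Material: CHO-XBP1 cells stably carrying IRE1-XBP1-driven luciferase reporter / Amount: 1000 cells per well / Compound: 20 µM, 1% DMSO / Times: 6 h treatment, 37 °C / Detection: luciferase luminescence / Measure: % activation of reporter signal versus tunicamycin and DMSO controls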
Mdm2 MdmX PPI: human Mdm2/MdmX binding inhibition; O15151+Q00987; SaOS-2 split-luciferase Mdm2/MdmX complementation, luminescence; inhibition, % at 8 µM; actives 3% (n = 330,000); AID 485346;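 active means inhibition of at least 50% at 8 µM in the primary screen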
tim10-1 inh: tim10-1 yeast growth inhibition | S. cerevisiae tim10-1 ts strain growth, BacTiter-Glo, 24 h | inhibition, % at 20 µM | actives 2.2% (n = 330,000);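 active means inhibition of at least 40%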;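 further: mutant grown at 25 °C; 0% = DMSO wells with yeast and 100% = wells holding no yeast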
CHOP UPR activ: activators of apoptotic arm of unfolded protein response (CHOP); activation, % at 10 µM; CHO-CHOP luciferase reporter, UPR activation, luminescence; percent of tunicamycin response over DMSO baseline; actives 0.34% (n = 330,000);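 active means at 10 µM dose, activation of 40% or more, normalized to positive control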;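 further: 100% = tunicamycin at 10 µg/mL and 0% = DMSO alone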
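measured by = luciferase luminescence | assay system = CHO-CHOP cells, stable luciferase reporter of PERK-eIF2a-CHOP signalling | amount = 500 reporter cells seeded per well | timing = 6 h compound exposure at 37 °C after overnight seeding | controls = positive tunicamycin 10 µg/mL, negative DMSO alone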
TIM10 inh: growth inhibitors of TIM10 yeast strain; inhibition, % at 10 µM; actives 1.4% (n = 330,000); S. cerevisiae TIM10 strain growth, BacTiter-Glo luminescence, 24 h;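 active means inhibition of 40% or more at the single tested concentration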;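 further: wild-type TIM10 isogenic control strain grown at permissive 25 °C; 0% = DMSO yeast wells and 100% = minimal medium wells without yeast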
CXCR6 block: CXCR6 (human) receptor inhibition; O00574; CHO-K1 PathHunter CXCR6 beta-arrestin, luminescence; inhibition, % at 20 µM; actives 0.36% (n = 360,000); in the data active means inhibition above about 34%, passing the limit was not always enough;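 further: antagonist mode with CXCL16 agonist at 10 nM final; 0% = 10 nM CXCL16 with DMSO and 100% = unstimulated wells without agonist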
Target sequence (O00574 whole entry, looked up): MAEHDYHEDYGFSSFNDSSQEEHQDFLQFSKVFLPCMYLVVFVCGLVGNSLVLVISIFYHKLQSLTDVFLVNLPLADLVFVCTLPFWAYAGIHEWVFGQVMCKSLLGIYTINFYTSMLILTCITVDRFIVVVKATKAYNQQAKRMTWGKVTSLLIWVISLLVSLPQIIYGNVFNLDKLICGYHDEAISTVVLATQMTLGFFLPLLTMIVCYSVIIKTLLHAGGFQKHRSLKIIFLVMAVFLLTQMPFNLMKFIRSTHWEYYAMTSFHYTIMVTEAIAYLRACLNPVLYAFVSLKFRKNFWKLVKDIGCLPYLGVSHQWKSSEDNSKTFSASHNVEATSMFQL
APJ antagonist: APJ receptor antagonism; P35414; CHO-K1 APJ beta-arrestin complementation, luminescence; inhibition, % at 20 µM; actives 0.32% (n = 330,000); AID 2521;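 active means inhibition above about 40% at 20 µM, limit read from the data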;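 further: cells challenged with 10 nM apelin-13 agonist together with compound; plate controls were apelin-13 plus DMSO wells for no effect and DMSO wells lacking apelin-13 for full effect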
Numbers without * were called inactive; x = not tested or not shown.

SMILES | tim23-1 inh | APJ agonist | UPR XBP1 act | Mdm2 MdmX PPI | tim10-1 inh | CHOP UPR activ | TIM10 inh | CXCR6 block | APJ antagonist
CCOC(=O)C1CCCN(C(=O)c2cc(-c3ccc(C)cc3)nc3ccccc23)C1 (stereo unspecified) | 37 | -3 | 0 | 3 | 25 | 3.8 | 12 | 1 | 5
CCOc1cc2[nH]c(=S)n(Cc3ccc(C(=O)NCCCN(CC)CC)cc3)c(=O)c2cc1OCC | 5 | 6 | -3 | 10 | 10 | 0.8 | 7 | 6 | 1
O=C(COc1cccc(C(F)(F)F)c1)NCC(c1ccco1)N1CCCCC1 (stereo unspecified) | -2 | -4 | 0 | 8 | 13 | 0.8 | -9 | 2 | 14
O=C(CCN1C(=O)c2ccccc2C1=O)Nc1cc(F)ccc1F | 11 | -2 | 0 | 7 | 18 | 1.8 | 12 | -2 | 5
Cc1ccc(NC(=O)CN2CCOCC2)cc1S(=O)(=O)N1CCCCC1 | -18 | 0 | 5 | 11 | -22 | -1.4 | -9 | 3 | -19
Cc1ccc(NC(=O)CC2NCCNC2=O)cc1 (stereo unspecified) | -4 | 1 | -1 | -20 | 4 | 0.0 | 8 | -10 | 0
CC(C)(C)NC(=O)C(c1ccco1)N(C(=O)c1csnn1)c1ccccc1 (stereo unspecified) | 14 | -5 | 0 | 9 | 20 | -1.2 | 0 | 5 | -2
COc1ccccc1NC(=O)CSc1nnc(-c2ccccn2)n1Cc1ccco1 | -7 | -4 | -2 | 28 | 16 | 0.0 | -14 | 5 | 6
COC(=O)c1nn(-c2ccc(OC)cc2)c(=O)cc1O | 15 | 0 | -3 | -5 | -8 | 0.5 | -12 | -3 | 6
CCC(C(=O)N1CCN(C(=O)c2ccco2)CC1)c1ccccc1 (stereo unspecified) | 13 | -6 | -1 | -8 | 18 | -0.6 | 1 | -3 | 1
CCOC(=O)c1ccoc1CSCc1ccc(C(=O)OC)o1 | 11 | -5 | 0 | -4 | 16 | -1.8 | 17 | -2 | 4
CC(C)(C)OC(=O)N[C@H](C(=O)OC(C)(C)C)c1ccc(C(F)(F)F)cc1 | -4 | -3 | -2 | 18 | -6 | -1.5 | -6 | 9 | 15

3 entries from above, with two lines to a compound:
The line under a structure holds: tim23-1 inh, APJ agonist, UPR XBP1 act, Mdm2 MdmX PPI, tim10-1 inh, CHOP UPR activ, TIM10 inh, CXCR6 block, APJ antagonist
- CCOC(=O)C1CCCN(C(=O)c2cc(-c3ccc(C)cc3)nc3ccccc23)C1 (stereo unspecified)
  37, -3, 0, 3, 25, 3.8, 12, 1, 5
- CCOc1cc2[nH]c(=S)n(Cc3ccc(C(=O)NCCCN(CC)CC)cc3)c(=O)c2cc1OCC
  5, 6, -3, 10, 10, 0.8, 7, 6, 1
- O=C(COc1cccc(C(F)(F)F)c1)NCC(c1ccco1)N1CCCCC1 (stereo unspecified)
  -2, -4, 0, 8, 13, 0.8, -9, 2, 14

(further entries)
SMILES | tim23-1 inh | APJ agonist | UPR XBP1 act | Mdm2 MdmX PPI | tim10-1 inh | CHOP UPR activ | TIM10 inh | CXCR6 block | APJ antagonist
CC(C)(C)OC(=O)NC(CNCc1ccccc1)Cc1ccccc1 (stereo unspecified) | 14 | -5 | -2 | 12 | 12 | -1.5 | 15 | 8 | -3
CCCCCCCCCc1nc(N)n[nH]1 | 13 | -4 | 6 | -1 | 17 | -3.4 | -2 | -11 | -17
S=C(NCCc1ccccc1)N1CCN(Cc2ccc(Cl)c(Cl)c2)CC1 | 5 | 1 | -1 | -24 | -7 | -0.6 | -4 | -18 | -5
Cc1nn(-c2ccc(Cl)cc2Cl)c(=O)c2ccccc12 | 8 | -3 | -5 | -1 | 20 | 0.3 | -3 | -9 | -11
CC(Oc1cc2oc(=O)c3c(c2cc1Cl)CCC3)C(=O)NCCCN1CCOCC1 (stereo unspecified) | 5 | -4 | -2 | 25 | 19 | 1.6 | 1 | -7 | -4
CCOC(=O)c1c(-c2ccc(-c3ccccc3)cc2)csc1NC(=O)CNCCN(C)C | 48 | -6 | 10 | 83* | 43* | 42* | -15 | 32 | 43*
CN(C)CCNC(=O)c1c(CSc2ccccc2)noc1C(=O)NCc1ccccc1 | 3 | -3 | 3 | 24 | -9 | 2.0 | -3 | 6 | 22
CCOC(=O)C1CCN(C(=O)c2cc(COc3ccc(F)cc3F)on2)CC1 | 32 | 0 | 6 | -72 | 36 | 4.3 | 26 | -4 | 11
Cc1cc(C(C)(C)C)oc1C(=O)N(CC(=O)NC1CCCC1)Cc1ccc(F)cc1 | 2 | -5 | 0 | -8 | 8 | -2.9 | 1 | 5 | -4
CCC1CCCCN1C(=O)c1ccc(OC2CCN(C(=O)C3CC3)CC2)cc1 (stereo unspecified) | 8 | 1 | 1 | 14 | 22 | 0.3 | 17 | -5 | 12
Cc1cc(/C=C2\SC(N)=NC2=O)c(C)n1-c1ccccc1 | -2 | -2 | 2 | -48 | -1 | 1.9 | -2 | 9 | -9
CC1CCCN(C(=O)Cn2nnc(-c3ccc(N(C)C)cc3)n2)C1 (stereo unspecified) | 18 | 3 | -1 | -8 | 5 | 3.5 | 5 | 3 | -9
Cc1ccccc1CN(C)CCc1ccccn1 | -2 | -1 | 0 | 13 | 0 | 0.5 | -8 | -2 | 4
CN(Cc1ccccc1)C(=O)CSc1nc2cc(C(=O)N3CCC(C(N)=O)CC3)ccc2c(=O)n1-c1ccccc1 | -6 | -2 | 0 | 26 | 10 | 0.7 | 3 | x | 10
CC(Sc1nnc(-c2ccc(O)cc2)o1)C(=O)Nc1cccc2ccccc12 (stereo unspecified) | 4 | -19 | -2 | 11 | 23 | -0.6 | 16 | -10 | -11
CN(C)c1cccc(Oc2nc3c(c(=O)n(C)c(=O)n3C)n2C)c1 | 15 | 5 | -2 | -3 | 2 | 2.1 | 2 | -14 | -21
CC(C)(C)c1nnc(NC(=O)CCS(=O)(=O)c2ccccc2)s1 | 15 | -2 | 1 | 26 | -3 | 0.6 | 16 | 13 | -8
CSc1nnc(-c2cc(C)on2)n1-c1ccccc1 | -1 | 1 | -3 | 0 | -10 | -1.3 | -5 | -1 | 5
CCOc1cccc2cc(-c3cn4cc(C)ccc4n3)c(=O)oc12 | -34 | -1 | 1 | -40 | -3 | -0.9 | -40 | -1 | -5
Cc1cc(C)n2nc(NCc3cccc(Br)c3)nc2n1 | 47 | -5 | 2 | 17 | 38 | -2.8 | 32 | 0 | 9
Cc1nn(Cc2ccccc2)c(C)c1CNC(=O)CN=C1NS(=O)(=O)c2ccccc21 | -8 | 7 | -3 | 0 | -3 | -0.1 | -2 | 2 | 6
COc1ccc(-n2cc(C(=O)c3ccccc3O)cn2)cc1 | 17 | -3 | -6 | -81 | 10 | 0.6 | 16 | -10 | -5
COc1ccccc1N1CCN(C(=O)c2sc3nc(-c4ccccc4)cn3c2C)CC1 | 44 | 1 | -2 | 25 | 38 | 1.0 | 33 | -4 | 14
O=C(CNC(=O)c1ccc(Br)o1)NCC(=O)OCc1ccccc1 | -3 | -2 | -1 | -6 | -16 | 1.8 | 9 | 0 | -6
Cn1ccc(-c2cc(C(=O)O)c3ccccc3n2)n1 | -5 | -1 | -2 | 10 | 7 | -1.5 | 14 | -3 | 11
NC(=O)COn1c(SCC(N)=O)nc2ccccc2c1=O | 0 | 1 | 0 | 15 | -17 | -1.3 | -15 | 1 | 10
CN(C)Cc1c(O)ccc2c(=O)c(-c3ccccc3Cl)c(C(F)(F)F)oc12 | 14 | 1 | -2 | 4 | 7 | 6.4 | 15 | -5 | -18
CN(NC(=O)c1ccccc1F)c1ccc([N+](=O)[O-])cn1 | 37 | 2 | 0 | 4 | 1 | -0.4 | -3 | -4 | 6
O=C(NCC1CCCO1)/C(=C/c1cn(-c2ccccc2)nc1-c1cccnc1)NC(=O)c1ccccc1 (stereo unspecified) | 8 | -2 | -3 | 5 | -1 | -3.0 | 5 | -1 | 9
Cc1ccc(S(=O)(=O)NCCC(=O)OCC(=O)N2CCCC2=O)cc1C | 17 | 8 | 4 | 9 | 7 | 0.8 | 11 | -3 | -9
CSc1nnc(Cn2c(=O)sc3ccccc32)n1C | 14 | -2 | 0 | 4 | 26 | -1.5 | 0 | 0 | -6
CCOc1ccc(C)cc1S(=O)(=O)Nc1cccnc1 | -5 | -1 | -3 | -3 | 0 | 2.7 | -9 | -7 | -22
CCOC(=O)c1[nH]cnc1C(=O)NCc1ccccc1 | 3 | -4 | -2 | -12 | -13 | 0.4 | 4 | 3 | 22
CCc1nnc(NS(=O)(=O)c2ccc(NC(=O)/C=C/c3ccc(F)cc3)cc2)s1 | 23 | -1 | 1 | -4 | 9 | 7.6 | 6 | 4 | 3
Cc1ccccc1-n1ncc2c(SCC(=O)NCc3cccs3)ncnc21 | 9 | -4 | 0 | 23 | 20 | -0.3 | 5 | 3 | 6
CCc1cc2c(=O)c(-c3nc4ccccc4n3C)c(C)oc2c(CN2CCN(C)CC2)c1O | 3 | -2 | -5 | 5 | -11 | 2.7 | -25 | x | 7
OCCCc1nc2ccccc2n1CCc1ccccc1 | 13 | -2 | 0 | 12 | 13 | -1.4 | 17 | 2 | 5
O=C(COc1ncnc2cc([N+](=O)[O-])ccc12)NCc1ccc2c(c1)OCO2 | 5 | 3 | -6 | -1 | -8 | -0.2 | 3 | -13 | -19
O=C(CCNC(=O)c1ccc(Br)cc1)NC1CCCCCC1 | 12 | -2 | 0 | -55 | 22 | 2.8 | -2 | -4 | -26
CCCCc1nc2cc(C(=O)NCCc3c(C)n[nH]c3C)ccc2o1 | -3 | -2 | 0 | 18 | -6 | 0.9 | -6 | -6 | -10
CSCCC1NC(=O)N(CC(=O)Nc2cccc3ccccc23)C1=O (stereo unspecified) | 1 | -2 | 2 | 0 | -6 | 8.5 | -2 | 3 | -5
COc1ncccc1C(=O)N1CCCC(N2CCN(c3ccc(F)cc3)CC2)C1 (stereo unspecified) | -15 | -4 | -4 | 18 | -19 | 1.3 | -13 | -6 | 1
CC(C)CC(=O)NC(Nc1ccccc1F)C(Cl)(Cl)Cl (stereo unspecified) | 16 | -3 | 0 | 1 | 10 | -2.8 | -3 | 9 | 5
Cc1ccc(-n2c(=O)[nH]cc(C(=O)Nc3ccc4c(c3)OCO4)c2=O)cc1C | -4 | -4 | -1 | 5 | -2 | 1.3 | -2 | -2 | 2
O=C(COc1ccccc1)N(Cc1cc2ccccc2[nH]c1=O)CC1CCCO1 (stereo unspecified) | 12 | 2 | 4 | 8 | 20 | -0.4 | 7 | 6 | 9
Cn1ccnc1Sc1ccccc1[N+](=O)[O-] | -2 | 0 | 1 | 7 | 14 | -1.2 | 2 | -3 | 8
C=CCNC(=O)c1sc(=S)n(-c2ccc(C(=O)OCC)cc2)c1N | 15 | -9 | 0 | 17 | 22 | 0.4 | 11 | 2 | 27
Cc1cc(C)c2c(n1)SCC(=O)N2CC(=O)Nc1ccccc1Cl | 5 | -1 | 0 | 2 | -1 | -1.4 | -5 | -9 | 20

The list is partial; rates above refer to the full screens.
